# Assay outcomes deposited in PubChem BioAssay by several laboratories.
# GC-B act: GC-B (human) receptor activation; P20594; activation, % at 10 µM; AID 1920062; HEK293-GC-B cells, CNP EC30, cGMP TR-FRET; 0% at EC30 CNP, 100% saturating CNP; 0.11% of 370,000 active;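 active = activation at 10 µM reaching about 35% in either raw or pattern-adjusted values, limit read from the data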
# ssDAF12 agonist: S. stercoralis DAF-12 activation, primary screen; HEK293 ssDAF-12/GRIP1 lit1-tk-luc reporter, luminescence; % of 3 µM dafachronic acid response; activation, % at 6.8 µM; 1% of 370,000 active;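 active = activation above the mean over all tested compounds plus 3 SD, cut at about 0.9% in these data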;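 also: 0% = DMSO-only wells and 100% = 3 µM delta7-dafachronic acid wells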
# KLK7 zymogen act: activates the human kallikrein-7 zymogen | P49862 | purified proKLK7, EDANS-DABCYL substrate fluorescence; 100% is mature enzyme control, 0% vehicle | activation, % at 7 µM | 0.9% of 370,000 active | AID 652039;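 active = activation above the mean of all tested compounds plus 3 SD, computed per campaign excluding outliers beyond control limits, cut at about 13% in these data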
# Target sequence (P49862 whole entry, looked up): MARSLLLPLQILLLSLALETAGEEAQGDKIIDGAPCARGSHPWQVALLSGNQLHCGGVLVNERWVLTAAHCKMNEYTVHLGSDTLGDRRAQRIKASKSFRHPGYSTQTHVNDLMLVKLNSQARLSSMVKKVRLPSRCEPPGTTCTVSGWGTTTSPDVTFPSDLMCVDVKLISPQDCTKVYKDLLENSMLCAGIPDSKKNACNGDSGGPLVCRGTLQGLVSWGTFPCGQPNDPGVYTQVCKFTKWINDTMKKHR
# GC-A act: GC-A (human) enzyme activation; activation, % at 10 µM; 0.14% of 370,000 active; P16066; HEK293 GC-A cells, cGMP TR-FRET, EC30 ANP; 0% at EC30 ANP, 100% saturating ANP; in the data active = activation above about 40%
# hgDAF12 agonist: activates the H. glycines DAF-12 receptor ligand-binding domain; HEK293 GAL4-hgDAF12 UAS-luciferase reporter, agonist luminescence; normalized to butyrate control; activation, % at 6.8 µM; 1.8% of 370,000 active;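 active = activation above a cutoff set at the mean of all screened compounds plus 3 SD, cut at about 10% in these data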;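 also: 0% = DMSO wells and 100% = sodium butyrate wells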
# HGIII-sPLA2 inh: Inhibits HGIII-sPLA2 liposome hydrolysis, primary screen | QFRET BODIPY PC-A2 liposome hydrolysis, fluorescence | inhibition, % at 12.2 µM | 0.56% of 370,000 active | AID 743126;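 active = inhibition above mean plus 3 SD of compounds lying within the high and low control bounds, cut at about 19% in these data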;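 also: 0% = median of test compound wells and 100% = no enzyme DMSO wells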
# Target sequence (Q9NZ20 whole entry, looked up): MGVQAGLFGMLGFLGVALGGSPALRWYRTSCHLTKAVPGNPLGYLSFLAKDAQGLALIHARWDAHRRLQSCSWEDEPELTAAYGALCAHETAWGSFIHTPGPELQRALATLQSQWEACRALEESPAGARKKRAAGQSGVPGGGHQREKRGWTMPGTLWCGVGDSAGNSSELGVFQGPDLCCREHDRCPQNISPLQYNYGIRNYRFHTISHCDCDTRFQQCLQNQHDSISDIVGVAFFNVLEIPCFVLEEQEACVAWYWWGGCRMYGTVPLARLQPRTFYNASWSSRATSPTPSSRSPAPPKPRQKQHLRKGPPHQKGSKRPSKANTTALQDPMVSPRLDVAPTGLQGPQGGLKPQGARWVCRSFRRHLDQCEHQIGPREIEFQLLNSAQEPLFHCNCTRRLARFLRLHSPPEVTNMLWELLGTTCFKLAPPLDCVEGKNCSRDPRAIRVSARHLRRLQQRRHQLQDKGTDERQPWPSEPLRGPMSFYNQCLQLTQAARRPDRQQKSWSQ
# DAX1 inh-1: NR0B1 (DAX1) inhibition; AID 504766; 0.99% of 340,000 active; HEK293 Gal4-DAX1 luciferase reporter, luminescence; P51843; inhibition, % at 6.75 µM;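 active = inhibition above the mean over all tested compounds plus 3 SD, cut at about 4.2% in these data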;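 also: 0% = DAX1-transfected cells with DMSO and 100% = empty-vector control cells with DMSO; inhibition shows as a rise in luminescence from relieved DAX1 repression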
# Target sequence (P51843 207-470 limits assumed): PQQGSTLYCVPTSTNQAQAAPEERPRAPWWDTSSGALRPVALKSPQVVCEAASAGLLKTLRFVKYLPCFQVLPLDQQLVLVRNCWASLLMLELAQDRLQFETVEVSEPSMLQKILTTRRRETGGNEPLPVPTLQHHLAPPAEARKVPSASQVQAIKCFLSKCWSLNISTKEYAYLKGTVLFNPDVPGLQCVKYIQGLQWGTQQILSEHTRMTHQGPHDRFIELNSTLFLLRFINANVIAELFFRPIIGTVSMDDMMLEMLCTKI
# SMARCA2 activ: SMARCA2 function activation, primary screen | MG213 cells, MMTV-luciferase reporter, dexamethasone, overnight | activation, % at 9.1 µM | 1% of 370,000 active | AID 652017; in the data active = activation above about 7.8%;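 also: 0% = vehicle wells and 100% = reference activator wells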
# DAX1 inh-2: blocks DAX1 repression of SF-1 activated StAR promoter; 1.1% of 370,000 active; inhibition, % at 6.8 µM; AID 652010; HEK293T StAR-luciferase reporter, SF-1/DAX-1 repression relief;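 active = inhibition above the mean over all tested compounds plus 3 SD, cut at about 3.6% in these data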;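 also: 0% = DAX-1 cells with DMSO and 100% = cells lacking DAX-1 with DMSO; higher inhibition means more luminescence from relief of DAX-1 repression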
# hcDAF-12 act: H. contortus DAF-12 activation, primary screen | HEK293 hcDAF-12 lit1-tk-luc reporter, luminescence; 0% DMSO, 100% Δ7-dafachronic acid | activation, % at 6.8 µM | 1.4% of 370,000 active | AID 652067;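 active = activation above the mean of all tested compounds plus 3 SD, cut at about 5.5% in these data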;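 also: 100% = response to 3 µM Δ7-dafachronic acid high control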
# FXN GAA850 act: increases GAA850 frataxin promoter reporter activity; 0.56% of 360,000 active; activation, % at 6 µM; HEK293 lucGAA850 FXN promoter luciferase reporter, 24 h; percent of 10 µM SAHA response;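 active = activation above the average of all compounds screened plus 3 SD, cutoff fixed separately per campaign, cut at about 7.5% in these data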;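 also: 0% = DMSO wells and 100% = 10 µM SAHA wells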
# Numbers without * were called inactive; . = no result given.
SMILES	HGIII-sPLA2 inh	GC-A act	GC-B act	DAX1 inh-1	hcDAF-12 act	hgDAF12 agonist	DAX1 inh-2	SMARCA2 activ	KLK7 zymogen act	ssDAF12 agonist	FXN GAA850 act
CCN(CC)C(=O)CC[C@@H]1CC[C@]2(CCCN(C(=O)c3ccco3)C2)O1	4	-1	-4	.	-1.4	-2.1	-0.2	-2	-0.7	-0.4	.
Cc1c(NC(=O)CSc2n[nH]c(=O)n2-c2ccccc2)c(=O)n(-c2ccccc2)n1C	11	-1	4	-0.5	-1.4	-3.5	0.0	-4	0.1	-1.5	-0.3
Cc1ccccc1CNC(=O)CCCn1ncn2c(cc3occc32)c1=O	-3	-1	0	-0.9	-1.6	0.0	0.0	-4	0.4	-0.8	1.3
CC(=O)CCC(=O)N1CCCC(CNC(=O)c2ccc(-c3ccccc3)cc2)C1 (stereo not given)	-1	6	-7	0.1	0.8	0.3	-0.2	1	0.5	-1.8	2.5
NS(=O)(=O)c1cc2c(cc1Cl)NC(CSCc1ccccc1)=NS2(=O)=O	-15	1	0	1.1	-1.5	-1.0	0.2	-3	0.0	-1.0	0.1
COc1ccc(Cl)cc1S(=O)(=O)NC(C)C(=O)NCc1ccncc1 (stereo not given)	1	-2	-4	-0.6	-1.5	2.6	-0.7	-2	0.8	-1.4	-0.9
Cc1cccc(S(=O)(=O)NCC2CCCO2)c1 (stereo not given)	2	2	0	-0.1	-1.1	1.3	0.3	-2	0.7	-1.2	0.7
COc1cc(/C=C/C=C2/CC/C(=C/C=C/c3ccc(O)c(OC)c3)C2=O)ccc1O	-2	-7	-4	-1.5	2.8	-2.5	1.1	-4	0.2	-0.5	-0.7
O=C(O)CCN1C(=O)C2C3CC(C2C1=O)C1C(c2ccccc2)c2sc(=O)[nH]c2SC31 (stereo not given)	-5	2	3	-0.4	-1.3	-3.6	0.4	0	-0.2	-1.3	-0.7
COc1ccc(N2CCN(S(=O)(=O)c3ccc4c(c3)NC(=O)CS4)CC2)cc1	-32	-34	-10	-0.9	-0.6	-0.8	-0.3	-4	-0.2	-0.6	0.1
c1ccc(C(c2nnnn2C2CCCC2)N2CCCCCC2)nc1 (stereo not given)	6	-3	-1	0.2	3.6	0.4	0.3	0	0.3	-1.4	1.0
O=C(Nc1ccncc1)Nc1cccc(C(F)(F)F)c1	-18	-10	-13	-0.7	0.1	1.9	-4.5	-3	0.3	-1.6	-0.6
CNC(=O)C12N=CNN=C1N(C)C(=O)N2C (stereo not given)	2	2	-1	0.4	-0.6	-1.7	-0.2	-1	-0.4	-1.1	-0.3
Cc1nc(NC(=O)c2ccc(-c3cc4ccccc4oc3=O)cc2)ccc1Br	13	4	-2	0.6	-3.0	-0.3	0.5	-5	-0.6	-1.3	3.7
CCOC(=O)C1C(c2cc(OC)c(O)c(OC)c2)NC(=S)NC1(O)C(F)(F)F (stereo not given)	13	2	8	-0.3	-1.0	-1.6	0.2	-6	-0.2	-0.6	-0.7

# Continuation:
SMILES	HGIII-sPLA2 inh	GC-A act	GC-B act	DAX1 inh-1	hcDAF-12 act	hgDAF12 agonist	DAX1 inh-2	SMARCA2 activ	KLK7 zymogen act	ssDAF12 agonist	FXN GAA850 act
CCOc1ccc(NC(=O)COC(=O)c2cccnc2)cc1	7	2	0	-0.7	-0.7	0.2	-0.3	2	0.1	-0.6	-2.1
CCOC(=O)Cc1cc(=O)[nH]c(=O)[nH]1	-4	2	-2	0.6	-1.5	-0.8	0.0	1	-0.5	-1.8	0.4
c1ccc2c(-c3nnc4n3CCCCC4)c[nH]c2c1	6	-1	3	-0.2	-0.9	1.0	-0.1	-3	0.5	-1.8	-2.4
CC(C)N1C(=S)SC2CS(=O)(=O)C=C21 (stereo not given)	2	2	-6	0.1	-0.9	-0.8	-0.2	0	-0.4	-1.2	-0.5
Cc1nnc(N/N=C/c2cc(C)n(-c3ccc(F)cc3)c2C)n1N	5	-13	-3	-2.6	-4.0	-11	-3.3	-10	0.6	-2.4	2.0
CCN1CCN(C(CNS(=O)(=O)c2cccs2)c2cccnc2)CC1 (stereo not given)	-2	-1	-3	1.0	-1.3	-2.7	0.8	-2	-0.4	-0.8	3.4
COc1ccc(N=C/C=C2/C=C(c3ccccc3)OC(C)(C)O2)cc1	8	-1	1	-0.1	1.9	-0.5	-0.5	-3	-0.6	-1.6	0.5
Cc1ccc(OCc2cc(C(=O)N3CCc4[nH]cnc4C3c3ccccn3)no2)cc1C (stereo not given)	1	3	5	0.3	-1.7	0.1	-0.2	-1	0.5	-1.6	-1.9
CCOc1ccccc1-c1nc(-c2ccc(C)nc2OC)no1	6	-1	-5	0.8	-0.6	4.9	2.1	8.8*	0.1	-0.7	4.7
Cc1onc(-c2c(F)cccc2Cl)c1C(=O)Oc1ccccc1	-7	-3	-3	.	-2.7	2.9	-3.5	1	0.2	-1.9	.
Cc1ccccc1OCc1nc(-c2ccc(NC(=O)c3ccc4c(c3)OCO4)cc2)no1	0	-1	-3	-0.6	0.0	5.2	-0.4	2	-0.1	-0.7	4.5
CCOC(=O)c1[nH]ncc1CN1CCCC(C(=O)c2ccc(OC)c(OC)c2)C1 (stereo not given)	1	2	-1	-0.4	-0.7	1.5	0.1	-2	0.3	-1.2	2.1
Cc1ccc2nc(-c3ccc(NC(=O)CN4C(=O)NC(C)(c5ccc(OC(F)F)cc5)C4=O)cc3)sc2c1 (stereo not given)	-7	7	-1	-1.4	5.8*	15*	2.5	-2	-25	-0.3	1.2
COc1cc(OC)c(C(=O)Nc2ccc(S(=O)(=O)N3CCCCC3)cc2)cc1OC	-10	-3	0	-2.1	-2.8	-3.5	-3.2	-2	0.0	-1.3	-0.5
O=C(O)CCCN=Cc1c(O)c2ccccc2oc1=O	4	2	-4	.	-0.9	-1.0	-0.1	1	-1.3	-0.7	2.1

# Going on with the list:
SMILES	HGIII-sPLA2 inh	GC-A act	GC-B act	DAX1 inh-1	hcDAF-12 act	hgDAF12 agonist	DAX1 inh-2	SMARCA2 activ	KLK7 zymogen act	ssDAF12 agonist	FXN GAA850 act
Cc1cccc(Nc2cnn(C34CC5CC(CC(CC(=O)O)(C5)C3)C4)c(=O)c2Cl)c1	2	2	-3	-0.8	-1.9	-1.0	0.8	0	-0.8	-1.0	0.4
COc1cccc(NC(=O)COc2cccnc2[N+](=O)[O-])c1	5	-3	3	1.2	1.4	2.0	1.8	0	-0.2	-0.8	0.2
COc1ccc(/C=N/NC(=O)c2cccnc2)cc1CN1CCN(c2ccc(F)cc2)CC1	-4	-1	3	0.4	-0.4	2.5	-0.7	1	0.8	-1.2	3.0
CCOC(=O)[C@]12CCCC=C1N(Cc1cccc3ccccc13)C(=O)[C@H](CC(=O)NCCCCc1ccccc1)C2	-15	-5	5	.	-1.4	2.6	-0.3	1	0.3	-0.1	.
O=C(OCc1nc2ccsc2c(=O)[nH]1)c1cccc(S(=O)(=O)N2CCOCC2)c1	-5	1	-2	-0.6	-1.0	0.6	0.6	-1	0.1	-0.5	0.3
CCCCNC(=O)C1(C)CCN1C(=O)c1csnn1 (stereo not given)	7	1	3	.	2.0	1.4	0.7	1	0.0	-1.2	-0.3
COc1cccc(CNc2ccccn2)c1O	0	-3	-2	2.0	1.6	1.3	0.1	1	-0.9	-0.9	1.9
COc1ccc(NC(=O)C2=NNC(=O)CC2)cc1S(=O)(=O)N1CCCCC1	-9	-3	1	-0.8	-0.2	-0.2	-0.2	-3	-0.1	-1.5	0.2
COc1cc(/C=C/CN2CCC(C(=O)NC(c3ccc(F)cc3)c3ccc4ccccc4n3)CC2)ccc1OC(C)=O (stereo not given)	-27	-8	-4	.	-2.0	0.4	-0.9	2	-0.1	-1.1	-3.9
COc1ccc(C(CNC(=O)C(C)Sc2ccccc2)N2CCOCC2)cc1 (stereo not given)	3	-23	-23	1.4	-0.4	-0.8	0.3	-1	-0.7	-0.6	1.0
Cc1c(NC(=O)NC2CCCCC2)cccc1[N+](=O)[O-]	-2	-6	-1	0.1	1.3	0.1	0.6	-4	-0.5	-1.4	1.3
COc1ccc(-n2nnc3c(=O)n(CC(=O)N4CCC(Cc5ccccc5)CC4)cnc32)cc1	1	1	0	-0.1	-1.0	1.3	-1.0	-2	0.7	-1.0	-1.3
N#Cc1c(-c2ccccc2)nc(N2CCN(Cc3ccccc3)CC2)[nH]c1=O	-21	2	3	2.4	-0.7	-1.9	0.2	-3	0.8	-1.5	-0.5
Cc1cc(S(=O)(=O)Nc2ccc(C(=O)NCC(c3ccco3)N3CCCC3)cc2)ccc1F (stereo not given)	-16	-3	2	0.9	0.7	-1.2	0.8	4	0.1	-0.5	-1.0
CC(=O)NCC(=O)NC(C(=O)Nc1ccc2c(c1)OCCO2)c1ccccc1 (stereo not given)	-1	0	5	-1.1	-0.3	-0.4	-1.2	-1	0.3	-1.1	0.7

# Next section.
SMILES	HGIII-sPLA2 inh	GC-A act	GC-B act	DAX1 inh-1	hcDAF-12 act	hgDAF12 agonist	DAX1 inh-2	SMARCA2 activ	KLK7 zymogen act	ssDAF12 agonist	FXN GAA850 act
O=c1c2ccccc2nc(-c2ccco2)n1Cc1ccccc1	-8	-5	-12	2.3	2.7	14*	1.4	4	0.2	-1.4	8.2*
Cc1c(C(=O)OC(C)C)sc(NC(=O)C2CCCO2)c1C(=O)OC(C)C (stereo not given)	7	1	-1	-0.4	1.8	1.8	-0.4	-3	0.1	-0.9	4.1
CCCCCC(=O)N1CC2(CC)CN(C(=O)CCCCC)CC(CC)(C1)C2=O	6	0	-3	1.7	-1.7	-3.8	-0.3	-2	-0.4	-1.9	2.8
O=C(CSc1nnc(-c2cccs2)n1C1CC1)NC1CCS(=O)(=O)C1 (stereo not given)	7	1	1	0.0	-0.5	-1.7	-0.3	-2	0.1	-1.6	-1.4
Cc1ccc(OCC(=O)Nc2cccnc2Cl)cc1C	2	4	4	-1.6	0.1	5.0	0.3	5	0.3	-1.1	1.0
S=C(NCCc1ccccc1)NCC(c1ccco1)N1CCCCC1 (stereo not given)	7	3	3	1.1	-1.9	1.5	-0.3	1	0.2	-1.0	1.5
CCC(CC)C(=O)NCCCN1CCOCC1	1	3	4	0.2	-2.0	2.5	-0.1	-3	0.4	-1.2	1.7
CCOC(=O)CC(=O)CSc1ncnc2c1nnn2-c1ccccc1	-9	-2	-6	0.1	0.4	1.1	-0.6	-1	-0.3	-1.0	3.0
O=C(CCCc1nc2ccccc2s1)NCc1ccc(F)cc1	5	-2	4	-0.6	0.2	-0.3	0.2	-3	0.0	-1.8	0.3
CCC(=O)Nc1nnc(S(=O)(=O)N(C)c2cc(C)cc(C)c2)s1	9	-4	14	-0.7	-0.3	3.4	0.0	-2	-0.1	-0.8	0.4
O=S(=O)(NCc1cccnc1)c1ccc(Br)s1	2	6	5	1.8	1.0	-1.6	0.1	2	-0.9	-0.8	2.5
COc1ccc(CN2C(=O)c3ccccc3C2=O)cc1C(=O)N(C)CC(=O)Nc1ccc(F)cc1	7	-2	-2	-0.4	-0.9	-0.8	-2.1	-2	-0.4	-0.9	0.4
CCOc1ccc(N(CC(=O)NC2CCCCC2)C(=O)CCC(=O)Nc2cc(C)ccn2)cc1	2	5	0	1.4	0.7	-0.7	0.0	1	-0.2	-1.1	1.2
